# Compound activity: PubChem BioAssay, several laboratories
# MEKK2 mut-MEK5 = MEK5 binding signal on mutant MEKK2 PB1, primary screen, biochemical, multiplex bead flow cytometry, Alexa488-MEK5. 0.35% of 290,000 active. Alexa488-MEK5 binding to MEKK2 mutant. percent response, % at 10 µM; in the data active means percent response above about 24%, passing the limit was not always enough; further: inactives centre near 1; some results filed as inactive read as strong as hits; reference of the scale not given here
# MEKK3 PB1 HTS = modulators of MEKK3-MEK5 PB1 binding, primary screen, biochemical, wildtype MEKK3, multiplex bead flow cytometry, Alexa488-MEK5. bead-based flow cytometry, Alexa488-MEK5 binding to MEKK3; actives lie on both sides; 0 = blocked by unlabeled MEK5, 100 = vehicle. binding response (% of control), % at 10 µM. 1.4% of 290,000 active;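 active means binding response more than 3 SD above or below the average of its plate-row segment, actives on both sides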;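 further: Alexa488 bead fluorescence after subtracting the streptavidin-only scavenger bead signal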
# Target sequence (Q99759 whole entry, looked up): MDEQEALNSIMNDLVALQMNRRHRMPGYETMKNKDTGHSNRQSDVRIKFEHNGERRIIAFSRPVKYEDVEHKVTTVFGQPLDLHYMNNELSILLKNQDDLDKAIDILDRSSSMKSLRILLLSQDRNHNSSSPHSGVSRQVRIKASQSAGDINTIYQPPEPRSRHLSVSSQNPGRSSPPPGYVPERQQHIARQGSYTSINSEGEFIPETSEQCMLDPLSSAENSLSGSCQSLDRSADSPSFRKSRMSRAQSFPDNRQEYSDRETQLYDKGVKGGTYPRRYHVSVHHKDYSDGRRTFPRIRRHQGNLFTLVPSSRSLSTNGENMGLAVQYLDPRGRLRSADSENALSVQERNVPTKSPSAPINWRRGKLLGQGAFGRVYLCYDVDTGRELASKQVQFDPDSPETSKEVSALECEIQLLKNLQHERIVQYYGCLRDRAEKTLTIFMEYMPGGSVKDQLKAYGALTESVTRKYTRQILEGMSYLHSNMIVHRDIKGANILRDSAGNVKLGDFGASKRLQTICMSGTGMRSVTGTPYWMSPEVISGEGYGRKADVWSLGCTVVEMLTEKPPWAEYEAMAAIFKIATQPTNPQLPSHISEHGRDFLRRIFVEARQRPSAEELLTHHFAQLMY
# OXTR agonist = human OXTR agonists, primary screen, fluorescence, CHO-OTR cells, Fluo-8 calcium | Oxytocin receptor (Homo sapiens), P30559 | Fluo-8 calcium fluorescence; normalized: DMSO 0%, oxytocin 100% | activation, % at 3 µM | 0.32% of 320,000 active | AID 2435, 2010;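 active means activation above the mean of all tested compounds plus 3 SD, cutoff set per screening run, cut at about 20% in these data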;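 further: peak over basal fluorescence ratio from a 100 s FLIPR kinetic read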
# NALP1 yeast inh = NALP1 inflammasome inhibitors in reconstituted yeast, colorimetric, S. cerevisiae, triplicate retest. S. cerevisiae NALP1/ASC/caspase-1 growth, X-gal OD620, 72 h. inhibition, % at 10 µM. 0.61% of 280,000 active; in the data active means inhibition mostly above about 24%, no sharp cut-off; inactive means mostly below about 32%; further: some compounds called inactive have numbers as strong as hits
# FID counter = compounds displacing fluorescent DNA intercalator, primary screen, artefact control for HCV NS3 helicase inhibitor project, biochemical, FID fluorescence | DNA fluorescent intercalator displacement | inhibition, % at 7.9 µM | 0.17% of 290,000 active | AID 1845, 2009; in the data active means inhibition above about 37%;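 further: 0% = vehicle and 100% = reference compound; higher means more ethidium bromide displaced from hairpin DNA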
# PHOSPHO1 inh = PubChem AID 1565; Phosphoethanolamine/phosphocholine phosphatase (Homo sapiens), Q8TCT1; recombinant PHOSPHO1, absorbance phosphatase assay; inhibition, % at 13.3 µM; 1.1% of 290,000 active; in the data active means inhibition above about 60%
# MEKK2 WT-MEK5 = modulators of MEK5 binding to wildtype MEKK2, primary screen, biochemical, multiplex bead flow cytometry, Alexa488-MEK5; Mitogen-activated protein kinase kinase kinase 2 (Homo sapiens), Q9Y2U5; Alexa488-MEK5 binding to MEKK2 WT; actives lie on both sides; binding response (% of control), % at 10 µM; 1.1% of 290,000 active; in the data active means binding response below about 67% or above about 130%
# PfM18AAP inh = PfM18AAP inhibitors, malaria aminopeptidase, primary screen, biochemical, QFRET, recombinant enzyme; inhibition, % at 7.35 µM; H-Glu-NHMec fluorogenic cleavage; M18 aspartyl aminopeptidase (Plasmodium falciparum 3D7); 1.2% of 290,000 active; AID 1822, 2009;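 active means inhibition above the campaign mean inhibition over all tested compounds plus 3 SD, cut at about 28% in these data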;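 further: 0% = plate median of test compound wells and 100% = 2 mM ZnCl2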
# GPR7 antag = GPR7 receptor antagonists, primary screen, cell-based, fluorescence, single concentration; AID 1861, 2009; GPR7-expressing cells, fluorescence antagonist assay; inhibition, % at 4.4 µM; Neuropeptides B/W receptor type 1 (Homo sapiens), P48145; 1.1% of 290,000 active; in the data active means inhibition above about 16%, passing the limit was not always enough;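 further: cells stimulated with the agonist NPW; 0% = agonist with vehicle and 100% = vehicle without agonist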
# Target sequence (P48145 whole entry, looked up): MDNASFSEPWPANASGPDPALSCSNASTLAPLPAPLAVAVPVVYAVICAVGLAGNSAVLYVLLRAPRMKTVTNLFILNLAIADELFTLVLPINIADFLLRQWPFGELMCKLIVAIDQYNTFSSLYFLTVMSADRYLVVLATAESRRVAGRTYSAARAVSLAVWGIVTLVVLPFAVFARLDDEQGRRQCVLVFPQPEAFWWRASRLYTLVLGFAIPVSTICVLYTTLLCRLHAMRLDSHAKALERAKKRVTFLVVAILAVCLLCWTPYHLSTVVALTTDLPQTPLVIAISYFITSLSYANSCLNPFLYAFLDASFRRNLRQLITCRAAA
# * marks the source's active call; other numbers are inactive results; · = not tested or not shown. Rows are unselected; 6.2% or so of the library scored in one or more.
SMILES,MEKK2 mut-MEK5,MEKK3 PB1 HTS,OXTR agonist,NALP1 yeast inh,FID counter,PHOSPHO1 inh,MEKK2 WT-MEK5,PfM18AAP inh,GPR7 antag
O=C(Nc1ccc(OC(F)(F)F)cc1)c1ccc2nccnc2c1,-9,105,8.1,15,-1,15,93,-3,-9
CN(C)c1nc(N(C)C)nc(N2CCCCC2)n1,-8,97,1.2,13,6,1,96,-7,3
C=CCNC(=S)/C(=C(/[O-])c1ccccc1Br)[n+]1ccccc1,-3,90,0.7,-20,2,32,96,-5,-12
O=C(NCCCO)/C(=C\C=C\c1ccccc1)NC(=O)c1ccccc1Cl,3,107,0.2,10,-11,2,107,4,-10
COc1ccc(CNC(=O)c2ccc3c(c2)N(C)C(=O)CS3=O)cc1 (stereo not given),0,99,0.9,2,-15,-2,100,47*,4
O=C1C2CCCCC2C(=O)N1Cc1ccccc1 (stereo not given),0,101,-1.2,6,2,10,99,2,-6
COc1cccc(-c2csc(N3CCN(CC(=O)NNC(=O)c4ccco4)CC3)n2)c1,-4,97,-2.2,-7,-23,19,97,-1,-8
CC(C)CNC(=S)N1CCC(NC(=O)c2ccco2)CC1,-3,100,0.9,5,-4,4,97,-2,8
COc1ccc(OC(=O)COc2ccc(C)cc2)cc1,-1,100,1.3,5,-1,34,97,6,-8
Cc1ccc(Nc2nc(N/N=C\c3ccc4c(c3)OCO4)nc(N3CCOCC3)n2)cc1,16,102,-2.9,4,-20,16,112,4,-25
O=C(Cn1cnc2ccccc21)OCC(=O)N1CCc2ccccc2C1,1,99,0.8,11,1,-18,103,1,-5
Cc1ccc(S(=O)(=O)CCC(=O)N2CCN(c3ccc([N+](=O)[O-])cc3)CC2)cc1,-5,99,4.2,11,-20,-8,100,-2,20
O=C(NN=C1CCCC1)c1ccc(Br)cc1,5,105,-2.0,11,-9,-7,107,4,-14
O=C(N1CCOCC1)C12CC3CC(C1)CC(c1ccccc1)(C3)C2,5,100,-1.1,4,-19,15,102,-2,6
CCOc1ccc(CCNC(=O)COC(=O)COc2ccc(Br)cc2)cc1OCC,8,102,0.9,4,-41,29,106,-3,-24
CC1=C(C(=O)Nc2cc(C(=O)NCCCOC(C)C)ccc2C)SCCO1,2,103,-0.1,-2,-23,-29,104,-7,0
CCCCc1nc2ccccc2c(NC(=O)CN(CC)CC)c1CCC,8,104,-2.3,23,-4,10,110,15,8
CC(C)OC(=O)CN1C(=O)C(C)(C)Oc2ccc(C(=O)NC(C)(C)C)cc21,-6,96,-2.3,5,-10,-3,93,6,-5
O=C(c1ccc2snnc2c1)N1CCCC1,14,111,-0.3,21,4,1,117,-9,-4
N#Cc1c(-c2ccccc2)ccnc1Oc1ccccc1,16,111,-1.8,-1,-5,16,111,-5,4
CSc1nsc(NC(=O)OCc2ccc(Cl)cc2)n1,2,104,6.8,-5,-1,·,104,-2,-8
CN(C)c1cc[n+](CC(=O)Nc2ccc(Oc3ccccc3)cc2)cc1,5,103,0.5,-4,12,44,115,2,-4
CCn1c(CNC(=O)c2cccnc2)cc2ccccc21,13,105,0.2,-1,-6,30,113,6,-5
CCOC(=O)/C(C#N)=C/c1c(N2CCN(CC)CC2)nc2c(C)cccn2c1=O,2,101,-1.3,13,2,6,102,4,21
COCCCN1CC(=O)N2C(c3cccc(C)c3)c3[nH]c4ccccc4c3C[C@H]2C1=O (stereo not given in full),7,106,0.8,10,-33,28,104,-4,-6
N#Cc1ccc2ccn(CC(=O)NCc3ccco3)c2c1,13,114,-0.6,-12,-3,-3,139*,5,1
CC1(C(=O)Nc2ccc3ccccc3c2)CC1(Br)Br (stereo not given),-4,94,-2.1,0,-5,6,92,8,5
Cc1cc(Cl)c(OCCCN2CCCCC2)c(Br)c1,-2,88,1.5,46,3,-15,94,-1,-1
O=C1Nc2ccc(S(=O)(=O)NCc3ccco3)c3cccc1c23,-2,98,0.6,·,-2,·,97,28,-1
Cc1ccc(NC(=O)c2ccccc2-c2ccccc2C(=O)O)cc1C,-35,97,0.1,-13,-14,20,81,-1,-2
Cc1ccc(N(C(C)C(=O)N2CCN(Cc3ccccc3)CC2)S(C)(=O)=O)cc1 (stereo not given),14,104,1.9,18,-27,25,101,1,-22
CN(CCOc1ccc(Cl)cc1)c1ccc(S(=O)(=O)N2CCCCC2)cn1,-8,102,0.1,-6,-4,17,98,-3,-3
O=C(CNS(=O)(=O)c1ccc([N+](=O)[O-])cc1)N/N=C/c1ccc(O)cc1O,7,107,5.2,-8,3,37,108,20,41*
COc1cccc(C2(c3cccc(OC)c3)CC2C(=O)Nc2ccccc2Cl)c1 (stereo not given),16,101,-1.3,27,-22,-19,96,3,0
COCCNC(=O)[C@@H]1CSC2c3ccc(OC)c(OC)c3C(=O)N21 (stereo not given in full),-7,90,0.5,22,-4,·,95,-1,-6
Cc1cccc(OCCn2cnc(Cl)c2Cl)c1,-34,85,-0.5,2,-10,-42,89,-3,2
Cc1ccc(NC2=NC3(CCCC3)N=C(N)N2)c(C)c1,4,103,1.1,0,2,34,113,0,-9
COC(=O)c1ccccc1-n1cccc1C(=O)NP(=O)(N1CCOCC1)N1CCOCC1,0,122,13,24,-7,18,113,-6,-3
c1ccc(CNc2nc(N3CCOCC3)nc(N3CCOCC3)n2)cc1,3,110,-2.1,-28,-21,-13,103,3,-4
COCCNC(=O)C(C)Oc1ccccc1 (stereo not given),0,97,-0.7,14,1,45,97,-5,-9
CC1=NN(/C(=N\c2nnc(C)s2)Nc2ccccc2)[C@H](c2cccc3ccccc23)S1,-5,89,16,0,-40,-8,82,6,3
COc1ccccc1NC(=O)COC(=O)c1cnccn1,0,96,0.2,0,5,0,94,-9,-12
CCc1ccc(N(CC(=O)NC(C)(C)CC)C(=O)CCC(=O)Nc2nccs2)cc1,13,102,0.6,10,-43,45,103,3,-8
Cc1ccc(C(=O)N2CCN(c3ccccc3)CC2)cc1S(=O)(=O)N1CCCC1,7,97,-1.8,22,-32,-41,97,0,-2
COc1ccc(CCNC(=O)/C=C/c2ccc3ccccc3n2)cc1OC,3,98,11,-15,-40,28,97,2,-6
CON/C=N/C(=S)Nc1ncc(C(F)(F)F)cc1Cl,3,103,-1.4,9,-2,43,105,1,9
CC(=O)c1cccc(NC(=S)NC2CCCCC2)c1,0,98,3.8,12,-5,-2,101,0,-9
Cc1nc(-c2ccc(S(=O)(=O)NCc3ccccn3)s2)cs1,-2,104,2.1,·,-8,37,99,2,-11
COc1ccc(-c2nc(CS(=O)(=O)CC(=O)NCc3cccc(Br)c3)c(C)o2)cc1,-7,97,-1.3,9,-42,7,99,-4,-9
O=C(Nc1ccc2nc3n(c(=O)c2c1)CCCC3)c1cccc([N+](=O)[O-])c1,2,139*,-2.2,27,2,-12,112,3,-8
COc1cc(C(=O)OCC(=O)Nc2c(F)cccc2F)cc(OC)c1C,-12,90,0.5,19,-6,20,82,-2,-11
CCOC(=O)CSc1nnc(Cc2ccccc2)n1-c1cccc(Cl)c1,0,97,-1.0,14,-30,23,94,3,7
CC(C)N(Cc1nccn1C)C(=O)c1cc(COc2ccc3ncccc3c2)on1,0,102,8.5,15,-7,31,102,-9,-7
NC(=O)[C@@H]1CCCN1Cc1nc(-c2ccccc2)no1,-5,113,0.4,13,-1,35,96,-2,-2
CN(C)S(=O)(=O)c1ccc(NC(=O)c2cc(-c3cccs3)nc3ccccc23)cc1,-3,99,4.9,29,-15,-16,98,-9,-12
Clc1cccc(Cl)c1CSc1nnc(-c2sccc2-n2cccc2)o1,5,98,1.5,3,-7,2,96,6,0
Cc1cccnc1NC(=O)CCNC(=O)c1ccc(Br)cc1,6,103,·,3,-10,22,103,4,-7
Cc1ccc(C)c(/C(O)=C2\C(=O)C(=O)N(CCCn3ccnc3)C2c2ccncc2)c1 (stereo not given),6,102,-1.2,3,-1,6,104,1,-15
COc1ccccc1C(=O)Nc1ccnn1C1CCN(CC2CC=CCC2)CC1 (stereo not given),-9,102,-0.3,37,23,24,98,0,5
CCOC(=O)CCCNC(=O)CCNC(=O)c1ccc(OCCC(C)C)cc1,8,103,-0.8,-8,-35,6,102,-1,-7

# (continued)
SMILES,MEKK2 mut-MEK5,MEKK3 PB1 HTS,OXTR agonist,NALP1 yeast inh,FID counter,PHOSPHO1 inh,MEKK2 WT-MEK5,PfM18AAP inh,GPR7 antag
CCOC(=O)c1c(C)[nH]c(C)c1S(=O)(=O)N1CCC(c2ccccc2)C1 (stereo not given),4,100,-0.2,13,-34,17,99,0,-7
Cc1ccc(N(CC(=O)N2CCn3c2nc2ccccc23)S(=O)(=O)c2c(C)n[nH]c2C)cc1,0,102,-1.5,8,-22,0,99,-1,-8
O=C(O)CN1CCN(Cc2ccc(Cl)cc2)C1=O,-3,96,-0.2,26,0,2,97,5,-5
N#Cc1c(NC(=O)CSc2n[nH]c(Cc3ccccc3)n2)oc(-c2ccccc2)c1-c1ccccc1,7,108,-0.7,3,-12,16,103,12,-2
CN(Cc1ccccc1)C(=O)c1cn(C)c2ccc(S(=O)(=O)N3CCCC3)cc2c1=O,2,97,0.3,-9,-30,28,98,4,0
Cc1cccc(C)c1NC(=O)C1(NC(=O)c2cnccn2)CCCCC1,10,100,-0.4,2,·,0,101,·,·
Cc1ccccc1-c1nc(S(=O)(=O)c2ccc(Br)cc2)c(NCc2cccnc2)o1,-9,96,-0.1,34,-5,15,100,-4,-4
COc1ccc(C2=NOC(C(=O)Nc3cc(C)nn3-c3ccccc3)C2)cc1OC (stereo not given),9,101,1.5,-16,-18,7,103,-13,-9
O=C(N=c1ccn(-c2nc3ccccc3nc2NS(=O)(=O)c2ccc(Cl)cc2)cc1)c1cccs1,-4,93,1.8,·,-3,20,91,-10,-7
Cc1[nH]nc(NNC(=O)c2ccccc2)c1[N+](=O)[O-],5,99,1.6,-3,-2,4,103,23,-10
O=C(NC(=S)Nc1ccc(N2CCOCC2)cc1)c1ccccc1,4,100,2.4,-1,-2,-31,100,7,-6
CC(NC(=O)C(=O)N1CCCCC1)C(c1cccs1)N1CCN(c2ccccc2)CC1 (stereo not given),3,102,2.2,14,-43,3,105,4,-13
NC(=O)C1(C(N)=O)OC1c1ccc(Cl)c(Cl)c1 (stereo not given),7,103,0.3,·,-1,13,104,-9,-8
COc1ccc(CCNC(=O)CC2SC(N)=NC2=O)cc1OC (stereo not given),0,99,0.0,0,7,15,101,-21,5

# Part of the list above, with values under each structure:
# Results follow in this order: MEKK2 mut-MEK5, MEKK3 PB1 HTS, OXTR agonist, NALP1 yeast inh, FID counter, PHOSPHO1 inh, MEKK2 WT-MEK5, PfM18AAP inh, GPR7 antag
- CN(Cc1ccccc1)C(=O)c1cn(C)c2ccc(S(=O)(=O)N3CCCC3)cc2c1=O
→ 2, 97, 0.3, -9, -30, 28, 98, 4, 0
- Clc1cccc(Cl)c1CSc1nnc(-c2sccc2-n2cccc2)o1
→ 5, 98, 1.5, 3, -7, 2, 96, 6, 0
- N#Cc1ccc2ccn(CC(=O)NCc3ccco3)c2c1
→ 13, 114, -0.6, -12, -3, -3, 139*, 5, 1
- COc1ccc(C2=NOC(C(=O)Nc3cc(C)nn3-c3ccccc3)C2)cc1OC (stereo not given)
→ 9, 101, 1.5, -16, -18, 7, 103, -13, -9
